High-throughput results: PubChem, Broad Institute
Pf Dd2 inh – inhibitors of Plasmodium falciparum Dd2 growth; actives 2.3% (n = 94,000); P. falciparum Dd2 growth, SYBR Green, 72 h; hits give low values; AID 1159554; activity change, % at 10 µM; in the data active = activity change below about -80%; inconclusive = no clear call, values can overlap the other calls
GASC1 inh – inhibitors of human demethylase GASC-1 KDM4C; Q9H3R0; GST-KDM4C 2-372, H3K9me3 peptide, LANCE TR-FRET; inhibition, % at 12.5 µM; actives 0.15% (n = 96,000); AID 720574;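 active = mean replicate inhibition above about 25%, with at least 55% of replicates also reaching it, limit read from the data, passing the limit was not always enough; inconclusive = only one of those two conditions met; inactive = neither condition met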
Target sequence (Q9H3R0 2-372 limits assumed): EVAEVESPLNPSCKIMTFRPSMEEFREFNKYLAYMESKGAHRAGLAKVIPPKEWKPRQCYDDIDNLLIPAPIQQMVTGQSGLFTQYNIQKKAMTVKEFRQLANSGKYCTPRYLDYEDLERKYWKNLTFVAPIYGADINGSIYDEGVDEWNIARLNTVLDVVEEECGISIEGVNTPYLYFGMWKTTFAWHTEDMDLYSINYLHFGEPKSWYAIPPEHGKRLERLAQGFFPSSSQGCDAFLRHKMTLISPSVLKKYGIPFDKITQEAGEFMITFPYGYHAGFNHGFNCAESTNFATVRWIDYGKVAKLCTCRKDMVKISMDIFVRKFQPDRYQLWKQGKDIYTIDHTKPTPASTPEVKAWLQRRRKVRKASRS
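Compound: one test concentration per compound; Material: GST-GASC-1 enzyme fragment 2-372; Amount: GASC-1 enzyme at 10 nM final in reaction; Also added: H3K9me3 peptide substrate, Fe(II), 2-oxoglutarate; Technique: LANCE TR-FRET; Times: 30 min demethylation and 1 h detection at room temperature.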
T cruzi growth – inhibitors of T. cruzi proliferation. actives 5.9% (n = 77,000). inhibition, % at 8.34 µM. T. cruzi beta-gal in NIH3T3, GalScreen luminescence, 90 h;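 active = mean inhibition above about 93%, with at least 55% of replicates each passing it, limit read from the data, passing the limit was not always enough; inconclusive = only one of those two conditions holds; inactive = neither condition holds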
C diff HTS – C. difficile growth inhibition | Clostridium difficile clinical isolate growth, OD600, 24 h; hits give low values | growth activity, negative = inhibition, % at 16 µg/mL (by protocol) | actives 0.25% (n = 86,000);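 active = mean growth activity at or below -80% and every replicate also at or below -80%; inconclusive = mean at or below -80% but some replicate above -80%; inactive = mean growth activity above -80%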;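 also: 0% = DMSO wells and -100% = levofloxacin 16 µg/mL wells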
* = called active by the depositor; ? = inconclusive; . = no result given; & = joins results of further samples.

No.	SMILES	Pf Dd2 inh	GASC1 inh	T cruzi growth	C diff HTS
1	C[C@@H]1CCCCO[C@H](CN(C)C(=O)C2CCCCC2)[C@@H](C)CN([C@@H](C)CO)C(=O)c2cc(NC(=O)Nc3ccccc3)ccc2O1	-76	-1.1	69	-6
2	C[C@@H]1CCCCO[C@H](CN(C)C(=O)Nc2cccc3ccccc23)[C@H](C)CN([C@@H](C)CO)C(=O)c2cc(NC(=O)C3CCCCC3)ccc2O1	-73	-8.2	78	9
3	C[C@@H]1CCCCO[C@H](CN(C)S(=O)(=O)c2ccc(F)cc2)[C@@H](C)CN([C@H](C)CO)C(=O)c2cc(N(C)C)ccc2O1	-18	2.3	35	3
4	C[C@H]1CN([C@@H](C)CO)C(=O)c2cc(NC(=O)CCCN(C)C)ccc2O[C@@H]1CN(C)Cc1ccc(-c2ccccc2)cc1	1	1.2	.	-8
5	C[C@@H]1CN([C@H](C)CO)C(=O)c2c(c3ccccc3n2C)-c2ccccc2CO[C@@H]1CN(C)Cc1ccc(Cl)c(Cl)c1	-85*	-2.1	.	8
6	C[C@H](CO)N1C[C@H](C)[C@H](CN(C)C(=O)c2cccnc2)Oc2ncc(-c3ccc(C(=O)N(C)C)cc3)cc2C1=O	33	1.2	-112	0
7	O=C(NCC[C@@H]1CC[C@H](NC(=O)C2CCOCC2)[C@@H](CO)O1)c1ccc(F)cc1	1	-1.0	-13	-1
8	COc1ccc(S(=O)(=O)N(C)C[C@H]2Oc3ccc(NC(=O)Cc4ccccc4)cc3C(=O)N([C@@H](C)CO)C[C@@H]2C)cc1	-5	-1.3	.	-1
9	O=C(C1CC1)N1CC2(C1)[C@H](c1ccccc1)[C@H](CO)N2CC1CCCC1	-8	3.1	.	11
10	COCC(=O)N(C)C[C@H]1Oc2cc(-c3ccccc3F)ccc2S(=O)(=O)N([C@@H](C)CO)C[C@@H]1C	-66	-0.1	.	-7
11	C[C@@H]1CN([C@@H](C)CO)C(=O)c2cc(N(C)C)ccc2O[C@H]1CN(C)S(=O)(=O)c1cn(C)cn1	12	-0.1	21	1
12	C[C@@H]1CN([C@H](C)CO)C(=O)c2cc(NC(=O)C3CC3)ccc2O[C@H]1CN(C)C	6	0.3	1	4
13	CCCNC(=O)N(C)C[C@H]1Oc2ncc(C#CC3(O)CCCC3)cc2C(=O)N([C@@H](C)CO)C[C@@H]1C	22	0.4	.	.
14	C[C@H](CO)N1C[C@H](C)[C@H](CN(C)S(=O)(=O)c2ccc(Cl)cc2)Oc2ccc(NC(=O)C3CC3)cc2CC1=O	-41	0.4	93	2
15	C[C@@H]1CCCCO[C@H](CN(C)C(=O)Nc2ccc3c(c2)OCO3)[C@H](C)CN([C@H](C)CO)C(=O)c2cc(NC(=O)c3ccccc3)ccc2O1	-66	0.0	83	-1
16	N#C[C@@H]1[C@H](c2ccc(-c3cncnc3)cc2)[C@H](CO)N1C(=O)C1CC1	40	-1.2	46	-3
17	OC[C@H]1[C@@H](c2ccc(-c3cccc(F)c3)cc2)[C@H]2CN(CCC(F)(F)F)CCCCN21	-54	-1.3	63	31
18	CO[C@H]1CN(C)C(=O)c2cc(NC(=O)CC(F)(F)F)ccc2OC[C@H](C)N(C(=O)C2CC2)C[C@H]1C	36	1.1	.	-6
19	COc1ccc2c3c([nH]c2c1)[C@@H](CO)N(C(=O)NC(C)C)CC31CN(Cc2ccccc2)C1	-56	-0.3	.	-6
20	CN1C(=O)c2cc(NC(=O)c3ccccc3F)ccc2OC[C@H]2O[C@H](CC(=O)NCc3ccc4c(c3)OCO4)CC[C@H]21	-12	-0.7	71	48
21	O=C(NCC1CCCCC1)[C@H]1[C@H](CO)[C@H]2Cn3c(ccc(-c4ccccc4)c3=O)[C@@H]1N2	-7	-0.3	18	1
22	COc1ccc2c3c(n(C)c2c1)[C@H](CO)N(Cc1ccc(F)cc1)CC31CN(C)C1	-48	-0.4	.	16
23	CS(=O)(=O)Nc1ccc2c(c1)[C@H]1C[C@H](CC(=O)NCc3ccc(-c4ccccc4)cc3)O[C@H](CO)[C@H]1O2	-34	0.6	-10	-3
24	C[C@H](CO)N1C[C@H](C)[C@H](CN(C)S(=O)(=O)c2ccc(C#N)cc2)Oc2ncc(C#Cc3ccc(F)cc3)cc2C1=O	-26	0.2	89	0
25	COc1ccc(NC(=O)N[C@@H]2CC[C@H](CCn3cc(-c4ccc(OC)cc4)nn3)O[C@@H]2CO)cc1	-57	-2.3	.	4
26	COc1ccccc1NC(=O)N1CC(=O)N2[C@@H](CO)[C@H](c3ccc(C#Cc4ccc(F)cc4)cc3)[C@@H]2C1	-28	-1.6	.	-1
27	O=C(C[C@H]1C[C@@H]2c3cc(NS(=O)(=O)c4ccc(F)cc4)ccc3O[C@@H]2[C@H](CO)O1)NC1CCCCC1	-12	1.0	-2	.
28	COc1ccc(S(=O)(=O)Nc2ccc3c(c2)C(=O)N([C@H](C)CO)C[C@H](C)[C@@H](CN(C)S(=O)(=O)c2cn(C)cn2)OCCCC[C@@H](C)O3)cc1	44	1.6	9	0
29	C[C@H]1CN([C@@H](C)CO)C(=O)Cc2cc(NC(=O)Nc3cccc4ccccc34)ccc2O[C@H]1CN(C)Cc1ccc(C(=O)Nc2ccccc2N)cc1	-69	-1.5	.	5
30	C[C@H](CO)N1C[C@H](C)[C@@H](CN(C)S(=O)(=O)c2ccccc2)OCCCC[C@H](C)Oc2ccc(N(C)C)cc2C1=O	.	0.0	65	-6
31	C[C@H]1CN([C@@H](C)CO)S(=O)(=O)c2ccc(C#CCC3CCCC3)cc2O[C@@H]1CN(C)C(=O)c1ccccn1	-58	0.8	84	-3
32	C[C@H]1CN([C@@H](C)CO)C(=O)CCCn2cc(nn2)CO[C@H]1CN(C)Cc1ccc(O)cc1	20	0.8	18	.

Sorted by SMILES length (low to high): part of the list above.
No.	SMILES	Pf Dd2 inh	GASC1 inh	T cruzi growth	C diff HTS
32	C[C@H]1CN([C@@H](C)CO)C(=O)CCCn2cc(nn2)CO[C@H]1CN(C)Cc1ccc(O)cc1	20	0.8	18	.
30	C[C@H](CO)N1C[C@H](C)[C@@H](CN(C)S(=O)(=O)c2ccccc2)OCCCC[C@H](C)Oc2ccc(N(C)C)cc2C1=O	.	0.0	65	-6
29	C[C@H]1CN([C@@H](C)CO)C(=O)Cc2cc(NC(=O)Nc3cccc4ccccc34)ccc2O[C@H]1CN(C)Cc1ccc(C(=O)Nc2ccccc2N)cc1	-69	-1.5	.	5

The list continues:
No.	SMILES	Pf Dd2 inh	GASC1 inh	T cruzi growth	C diff HTS
33	C[C@@H](NC(=O)[C@@H]1[C@@H](CO)[C@@H]2Cn3c(cccc3=O)[C@@H]2N1CC1CCCC1)c1ccccc1	.	-1.9	13	4
34	COCC(=O)N1CCCCN2[C@H](C1)[C@@H](c1ccc(-c3ccc(F)cc3)cc1)[C@@H]2CO	9	-0.4	81	7
35	O=C(Nc1cc(F)ccc1F)N1CC(=O)N2[C@@H](CO)[C@H](c3ccc(-c4cccc(F)c4)cc3)[C@@H]2C1	20	-0.5	.	-3
36	COc1ccc(S(=O)(=O)N2C[C@H](O)COC[C@@H]3O[C@H](CC(=O)NCCN4CCCCC4)CC[C@H]32)cc1	2	-0.4	.	21&2
37	Cc1ccc(S(=O)(=O)Nc2ccc3c(c2)CC(=O)N([C@@H](C)CO)C[C@H](C)[C@H](CN(C)Cc2ccc4c(c2)OCO4)O3)cc1	-3	-0.9	55	-20
38	CCc1cnc(N2[C@H](C#N)[C@H](c3ccccc3-c3ccccc3C)[C@H]2CO)s1	-4	1.0	.	-7
39	CN1CCN(C(=O)C[C@@H]2CC[C@@H]3[C@H](COC[C@H](O)CN3C(=O)Nc3cc(Cl)cc(Cl)c3)O2)CC1	4	-0.6	-14	.
40	Cc1noc(C)c1NC(=O)N[C@@H]1C=C[C@H](CC(=O)NCCCN(C)C)O[C@H]1CO	5	1.7	16	0

Records 33 to 34, quoted:
No.	SMILES	Pf Dd2 inh	GASC1 inh	T cruzi growth	C diff HTS
33	C[C@@H](NC(=O)[C@@H]1[C@@H](CO)[C@@H]2Cn3c(cccc3=O)[C@@H]2N1CC1CCCC1)c1ccccc1	.	-1.9	13	4
34	COCC(=O)N1CCCCN2[C@H](C1)[C@@H](c1ccc(-c3ccc(F)cc3)cc1)[C@@H]2CO	9	-0.4	81	7

Later entries:
No.	SMILES	Pf Dd2 inh	GASC1 inh	T cruzi growth	C diff HTS
41	COCC#Cc1ccc([C@@H]2[C@H]3CN(C(=O)CN4CCOCC4)CC(=O)N3[C@H]2CO)cc1	7	0.3	.	-7
42	COc1cccc(C(=O)Nc2ccc3c(c2)OC[C@H](C)N(CCc2ccccc2)C[C@H](C)[C@@H](OC)CN(C)C3=O)c1	-52	-2.3	116*	.
43	COc1cccc(S(=O)(=O)N(C)C[C@@H]2Oc3cc(C4=CCCC4)ccc3S(=O)(=O)N([C@H](C)CO)C[C@H]2C)c1	-69	3.6	61	-3
44	COCC(=O)N1CC[C@@H]2[C@H]1c1cc(-c3ccc(C#N)cc3)ccc1N[C@@H]2CO	-63	0.9	114*	-2
45	O=C(c1cccc(F)c1)N1CC(=O)N2[C@H](C1)[C@H](c1ccc(-c3ccccc3F)cc1)[C@@H]2CO	-55	0.5	.	-9
46	C[C@H](CO)N1C[C@H](C)[C@H](CN(C)Cc2ccc(Oc3ccccc3)cc2)Oc2ccc(NC(=O)CCCN(C)C)cc2CC1=O	-30	5.3	63	-4
47	Cc1ccc(S(=O)(=O)N(C)C[C@@H]2OCCCC[C@@H](C)Oc3ccc(NS(=O)(=O)c4ccc(F)cc4)cc3C(=O)N([C@H](C)CO)C[C@H]2C)cc1	-64	0.8	110*	2
48	COc1ccc2c3c(n(C)c2c1)[C@H](CO)N(C(=O)C1CC1)CC31CN(Cc2ccccc2OC)C1	-76	0.6	.	-13

Results in sequence from the list:
Entries 41 to 48 in Pf Dd2 inh, in turn: 7, -52, -69, -63, -55, -30, -64, -76

Remaining list, next part.
No.	SMILES	Pf Dd2 inh	GASC1 inh	T cruzi growth	C diff HTS
49	CC(C)NC(=O)Nc1ccc2c(c1)CC(=O)N([C@@H](C)CO)C[C@@H](C)[C@@H](CN(C)S(=O)(=O)c1ccccc1)O2	2	2.7	-25	5
50	Cc1noc(C)c1NC(=O)Nc1ccc2c(c1)C(=O)N([C@@H](C)CO)C[C@H](C)[C@@H](CN(C)Cc1ccccc1)OCCCC[C@H](C)O2	-10	0.6	21	.
51	CCNC(=O)C[C@@H]1CC[C@@H]2[C@@H](COc3ccc(NC(=O)Nc4ccccc4C)cc3C(=O)N2C)O1	-9	0.1	-9	-4
52	C[C@H](CO)N1C[C@H](C)[C@H](CN(C)Cc2ccncc2)Oc2c(NC(=O)Nc3ccc(F)cc3)cccc2C1=O	7	-0.4	-8	4
53	C[C@H]1CN([C@@H](C)CO)C(=O)c2cc(/C=C/c3ccccc3)cnc2O[C@H]1CN(C)C(=O)Cc1ccccn1	1	-0.6	-10	-8
54	COCC(=O)Nc1ccc2c(c1)[C@H]1C[C@@H](CC(=O)N3CCCCC3)O[C@H](CO)[C@H]1O2	-9	1.4	-8	-1
55	COc1ccc(NC(=O)Nc2ccc3c(c2)[C@@H]2C[C@@H](CC(=O)N4CCN(C)CC4)O[C@@H](CO)[C@@H]2O3)cc1	32	-0.5	51	-4
56	C[C@@H]1CCCCO[C@@H](CN(C)C(=O)Nc2cccc3ccccc23)[C@H](C)CN([C@@H](C)CO)C(=O)c2cc(NC(=O)Nc3ccc(C(F)(F)F)cc3)ccc2O1	-14	-0.5	52	3
57	COc1ccc2c3c([nH]c2c1)[C@@H](CO)N(Cc1cccc(F)c1)CC31CN(Cc2ccccn2)C1	?	0.5	.	0
58	C[C@@H]1CN([C@@H](C)CO)C(=O)c2cc(-c3cccnc3)cnc2O[C@H]1CN(C)C(=O)C1CCOCC1	46	0.6	-52	-3
59	O=C(C[C@@H]1CC[C@@H](NC(=O)c2cccnc2)[C@@H](CO)O1)NCc1ccc(Cl)c(Cl)c1	-16	-2.0	38	.
60	CN(C)C(=O)c1cccc(-c2ccc([C@H]3[C@H](CO)N4CCCCN(CC5CCOCC5)C[C@@H]34)cc2)c1	-26	-0.7	90	-5
61	COc1cccc(-c2ccc3c(c2)[C@@H]2[C@@H](CCN2C(=O)C2CCCC2)[C@H](CO)N3)c1	-86*	-3.4	.	-10
62	CN(C)C(=O)C[C@@H]1CC[C@@H](NS(=O)(=O)c2ccccc2)[C@H](CO)O1	-5	0.7	44	.
63	CCCC#Cc1ccc([C@@H]2[C@@H](C#N)N(C(=O)C3CCCCC3)[C@@H]2CO)cc1	9	0.0	103*	-7
64	CC(=O)N1[C@@H](CO)[C@H](c2ccccc2)C12CN(C(=O)c1ccc3c(c1)OCO3)C2	15	4.1	.	0
65	C[C@H](CO)N1C[C@H](C)[C@H](CN(C)CC2CC2)Oc2ccc(NC(=O)C3CCCCC3)cc2CC1=O	-6	-0.2	78	-1
66	O=C(CC1CC1)N[C@@H]1CC[C@H](CCNS(=O)(=O)c2ccc(F)cc2)O[C@H]1CO	8	3.2	13	-4
67	C[C@H]1CN([C@@H](C)CO)S(=O)(=O)c2ccc(C#CC3(O)CCCC3)cc2O[C@H]1CN(C)C(=O)Cc1ccccc1	-47	-1.0	-62	-11
68	C[C@H](CO)N1C[C@H](C)[C@@H](CN(C)Cc2ccncc2)Oc2cc(C#CCN(C)C)ccc2S1(=O)=O	-50	4.0	7	1
